NSD2 inh: inhibitors of human histone methyltransferase NSD2 | O96028 | NSD2 peptide methylation, AlphaScreen, 120 min | inhibition, % at 12.5 µM | actives 0.54% (n = 310,000); in the data active = inhibition above about 50%
Target sequence (O96028 whole entry, looked up): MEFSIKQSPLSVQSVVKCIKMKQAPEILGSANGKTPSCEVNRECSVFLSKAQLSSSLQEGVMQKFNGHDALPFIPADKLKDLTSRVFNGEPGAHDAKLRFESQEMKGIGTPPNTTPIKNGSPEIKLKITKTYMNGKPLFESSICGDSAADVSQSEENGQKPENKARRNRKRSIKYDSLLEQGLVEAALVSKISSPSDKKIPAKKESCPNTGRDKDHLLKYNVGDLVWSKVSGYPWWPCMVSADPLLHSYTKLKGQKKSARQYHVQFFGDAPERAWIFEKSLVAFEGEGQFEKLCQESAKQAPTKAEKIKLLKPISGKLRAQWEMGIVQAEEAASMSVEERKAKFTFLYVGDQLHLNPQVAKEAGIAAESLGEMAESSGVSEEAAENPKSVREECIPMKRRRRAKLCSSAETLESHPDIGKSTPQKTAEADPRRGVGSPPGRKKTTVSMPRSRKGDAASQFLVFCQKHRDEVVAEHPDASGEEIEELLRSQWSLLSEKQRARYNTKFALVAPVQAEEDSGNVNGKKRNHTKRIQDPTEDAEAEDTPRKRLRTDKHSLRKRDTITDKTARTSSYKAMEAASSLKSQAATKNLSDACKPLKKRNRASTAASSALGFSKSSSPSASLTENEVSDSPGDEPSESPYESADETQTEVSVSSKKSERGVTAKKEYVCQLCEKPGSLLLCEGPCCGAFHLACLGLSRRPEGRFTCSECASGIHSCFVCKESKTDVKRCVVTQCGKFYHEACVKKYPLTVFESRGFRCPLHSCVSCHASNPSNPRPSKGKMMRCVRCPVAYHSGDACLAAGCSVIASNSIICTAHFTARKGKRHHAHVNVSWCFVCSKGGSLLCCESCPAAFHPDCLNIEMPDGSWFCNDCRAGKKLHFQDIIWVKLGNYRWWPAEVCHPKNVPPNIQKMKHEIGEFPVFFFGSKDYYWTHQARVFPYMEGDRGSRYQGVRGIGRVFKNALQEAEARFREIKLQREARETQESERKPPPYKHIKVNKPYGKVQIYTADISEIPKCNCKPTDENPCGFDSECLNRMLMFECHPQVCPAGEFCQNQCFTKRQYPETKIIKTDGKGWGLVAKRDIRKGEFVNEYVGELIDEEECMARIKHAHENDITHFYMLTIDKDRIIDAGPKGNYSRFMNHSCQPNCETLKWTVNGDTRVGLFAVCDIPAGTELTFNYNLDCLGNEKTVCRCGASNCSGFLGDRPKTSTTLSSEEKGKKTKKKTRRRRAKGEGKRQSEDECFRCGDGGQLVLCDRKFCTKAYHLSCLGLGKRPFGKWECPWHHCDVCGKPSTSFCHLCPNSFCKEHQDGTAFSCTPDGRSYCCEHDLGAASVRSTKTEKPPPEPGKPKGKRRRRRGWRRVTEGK
* marks the source's active call; other numbers are inactive results. Not all compounds are listed, so the mix of outcomes need not match the whole.

`COc1cccc(-c2ccc(SCC(=O)N3CCc4ccccc43)nn2)c1` gave NSD2 inh -2.
Cc1ccccc1S(=O)(=O)NC(=O)C1(C)CCN1C(=O)Cc1ccc(C(C)(C)C)cc1 (stereo unspecified) was read as NSD2 inh -2.
For Cc1nc2nc(C)c(C)nc2nc1C the results were NSD2 inh 0.
`CCCCC(=O)N(C)c1c(CC)nc2c(OCC(N)=O)cccn12` gave NSD2 inh 1.
`O=C(NCc1ccc(F)cc1)c1cc(C2CCCCN2S(=O)(=O)c2ccccc2)on1` (stereo unspecified) gave NSD2 inh -7.
`Cc1c(NC(=O)C2CCCN(S(=O)(=O)c3cccc4ccccc34)C2)c(=O)n(-c2ccccc2)n1C` (stereo unspecified) gave NSD2 inh 0.
`O=C(Nc1ccc(Cl)cc1)c1ccc2sc([C@@H]3O[C@H](CO)[C@@H](O)[C@H]3O)nc2c1` gave NSD2 inh -4.
Screening Cc1nn(-c2ccccc2)c(C)c1/C=N\N1CCN(Cc2ccccc2Cl)CC1 returned NSD2 inh 20.
For COc1ccc(CC(N)c2csc(NC(=O)c3cccc(OC(F)(F)F)c3)n2)cc1 (stereo unspecified) the results were NSD2 inh 0.
COC(=O)c1cc(Cl)ccc1NCC(N)c1ccccc1 (stereo unspecified) was read as NSD2 inh -101.
CC1CCN(S(=O)(=O)c2ccc3c(c2)c(=O)c(C(=O)NCc2ccccc2Cl)cn3C)CC1 was read as NSD2 inh -1.
Screening CC1=NN(c2nc(-c3ccc(C#N)cc3)cs2)C(=O)C1 returned NSD2 inh 7.
O=C(CSc1nnc(-c2ccco2)n1Cc1ccco1)c1ccc([N+](=O)[O-])cc1 was read as NSD2 inh -2.
CSc1c2c([nH]c(=O)c1C#N)-c1ccccc1CC2 was read as NSD2 inh -4.
Screening CC(=O)Nc1ccc(NC(=O)c2ccc(-c3ccnn3C)c3ccoc23)cc1 returned NSD2 inh -2.
For COC(=O)c1[nH]c2cccc(OC)c2c1NC(=O)CCN1CCN(c2cccc(Cl)c2)CC1 the results were NSD2 inh 5.
`O=C(O)c1ccccc1/C=N/Nc1nc(N2CCCCC2)nc(N2CCCCC2)n1` gave NSD2 inh 1.
Screening Nn1c(SCC(=O)Nc2ccc(C(=O)O)cc2)nnc1-c1ccco1 returned NSD2 inh -1.
`CCOC(=O)C1CCCN(C(=O)c2ccc(C)c(F)c2)CC1` (stereo unspecified) gave NSD2 inh -2.
CCCNC(=O)C1(C)CCN(C(=O)c2cccc(C(F)(F)F)c2)C1 (stereo unspecified) was read as NSD2 inh 0.
`CCNC(=O)C1(C)CCCCN1Cc1ccc(C#N)cc1` (stereo unspecified) gave NSD2 inh 2.
For CNC(=O)C1(C)CCN1C(=O)Cc1ccc(C(C)C)cc1 (stereo unspecified) the results were NSD2 inh -2.
For COc1ccc(C2NC(=S)N(Cc3ccc(Cl)cc3)C(C)=C2C(C)=O)cc1 (stereo unspecified) the results were NSD2 inh 0.
For CC(C)CNc1ncnc2c1ncn2[C@H]1CN(CCN2CCOCC2)C[C@@H](CO)O1 the results were NSD2 inh -1.
For COc1ccc(CC(N)c2csc(NC(=O)c3ccc(OC)cc3)n2)cc1 (stereo unspecified) the results were NSD2 inh 8.
`O=C1CN(CN2CCCCC2)C(=O)CN1CN1CCCCC1` gave NSD2 inh 3.
Screening COc1ccccc1-c1cnc(C(O)c2ccc(CN3CCCC3)cc2)[nH]1 (stereo unspecified) returned NSD2 inh 22.
`CCCS(=O)(=O)NC(=O)C1(C)CCN(C(=O)c2cccc3ccccc23)C1` (stereo unspecified) gave NSD2 inh 0.
Screening COc1ccc(-c2ccc(C(=O)Nc3cccc(C(F)(F)F)c3)c3occc23)c(C)c1 returned NSD2 inh -2.
Screening CCCCc1ccc(S(=O)(=O)NC(=O)C2(C)CCN2C(=O)c2c(C)noc2C)cc1 (stereo unspecified) returned NSD2 inh 0.
`CC1(C(=O)Nc2nccs2)CCN1C(=O)CC(c1ccccc1)c1ccccc1` (stereo unspecified) gave NSD2 inh 0.
For CN1C(=S)SC(N2OC3C(=O)N(c4ccccc4)C(=O)C3C2c2ccccc2)C1(C)C (stereo unspecified) the results were NSD2 inh -3.
`COc1ccccc1-c1csc(C(O)c2ccc(F)cc2)n1` (stereo unspecified) gave NSD2 inh 0.
C[C@H]1[C@H](N(Cc2ccccc2)Cc2ccccc2)CC[C@@]23CCCN2C(=O)CCC[C@@H]13 was read as NSD2 inh 1.
For O=C(NCCc1c[nH]c2ccccc12)c1ccc2c(c1)ncn2C1CCCCC1 the results were NSD2 inh 0.
`O=C1C(=Cc2ccc(Cl)cc2)CCc2ccccc21` gave NSD2 inh 1.

Sorted by length of the SMILES (lowest first): part of the list above
`COc1ccccc1-c1csc(C(O)c2ccc(F)cc2)n1` (stereo unspecified) gave NSD2 inh 0.
Screening COc1ccc(-c2ccc(C(=O)Nc3cccc(C(F)(F)F)c3)c3occc23)c(C)c1 returned NSD2 inh -2.
For CN1C(=S)SC(N2OC3C(=O)N(c4ccccc4)C(=O)C3C2c2ccccc2)C1(C)C (stereo unspecified) the results were NSD2 inh -3.

Back to the main list with the 6 entries that preceded the break.
`CC1(C(=O)Nc2nccs2)CCN1C(=O)CC(c1ccccc1)c1ccccc1` (stereo unspecified) gave NSD2 inh 0.
For CN1C(=S)SC(N2OC3C(=O)N(c4ccccc4)C(=O)C3C2c2ccccc2)C1(C)C (stereo unspecified) the results were NSD2 inh -3.
`COc1ccccc1-c1csc(C(O)c2ccc(F)cc2)n1` (stereo unspecified) gave NSD2 inh 0.
C[C@H]1[C@H](N(Cc2ccccc2)Cc2ccccc2)CC[C@@]23CCCN2C(=O)CCC[C@@H]13 was read as NSD2 inh 1.
For O=C(NCCc1c[nH]c2ccccc12)c1ccc2c(c1)ncn2C1CCCCC1 the results were NSD2 inh 0.
`O=C1C(=Cc2ccc(Cl)cc2)CCc2ccccc21` gave NSD2 inh 1.
For COCCNC(=O)C1CCCN(C(=O)c2cccnc2Oc2ccccc2)CC1 (stereo unspecified) the results were NSD2 inh 3.
For Cc1ccsc1C(=O)N1CCCC(C)(C(=O)O)C1 (stereo unspecified) the results were NSD2 inh -3.
For CC(C)OC(=O)[C@@H](Cc1ccccc1)N[C@H](/C=C/c1ccccc1)[C@@H](O)Cc1ccccc1 the results were NSD2 inh 0.
`Cc1cc(C)nc(SCCn2c(N3CCC(C)CC3)nc3c2c(=O)n(C)c(=O)n3C)n1` gave NSD2 inh 1.
For CCN(CC)c1ccc(-c2nn3c(-c4ccccc4Cl)nnc3s2)cc1 the results were NSD2 inh -24.
Screening Cc1cc(C)cc(Cn2c3ccc(NC(=O)NCCc4cccs4)cc3c(=O)n2C)c1 returned NSD2 inh -1.
`Cc1ccc(C(=O)C2CCN(CC(=O)NCCC(C)C)CC2)cc1` gave NSD2 inh -1.
Screening C#CCOCCOCCOCCNc1nc(N2CCN(C(=O)[C@H](CCCCN)n3cc([C@@H](N)C(C)CC)nn3)CC2)nc(N2CCN(C(=O)[C@H](CCCCN)n3cc([C@@H](N)C(C)CC)nn3)CC2)n1 (stereo partly specified) returned NSD2 inh 24.
`COc1ccc(-c2cc3nc(NCCCN(C)C)n(C)c(=O)c3s2)c(C)c1` gave NSD2 inh 3.
CCc1nc2ccc(C(=O)NCCCn3ccnc3)cn2c1N(C)Cc1cc2ccccc2s1 was read as NSD2 inh 8.
`O=C/C=C/c1coc2ccc3ccccc3c2c1=O` gave NSD2 inh -1.
COCCN1C[C@@H](CO)O[C@@H](n2cnc3c(NCc4ccncc4)ncnc32)C1 was read as NSD2 inh -3.
Screening COc1ccc(N2C(=O)c3[nH]nc(-c4ccccc4)c3C2c2cccc(C(F)(F)F)c2)cc1 (stereo unspecified) returned NSD2 inh 39.
`NC(=O)Cn1nc2sc3ccccc3n2c(=O)c1=O` gave NSD2 inh -2.
For CCCCC(=O)N1CCN(C(=O)c2ccc3nc(C)n(C4CCCC4)c3c2)CC1 the results were NSD2 inh 0.
Screening CC1(Cc2ccccc2C#N)C(=O)Nc2ccc(OC(F)(F)F)cc21 (stereo unspecified) returned NSD2 inh 1.
`CCNC(=O)C1CCCN(C(=O)c2cccs2)CC1` (stereo unspecified) gave NSD2 inh -1.
COc1cc(CN2CCC(C(=O)NC(c3ccc(F)cc3)c3ccc4ccccc4n3)CC2)cc(OC)c1 (stereo unspecified) was read as NSD2 inh 0.
Screening CC(=O)C1=C(C)N(Cc2ccc(Br)cc2)C(=S)NC1c1cccc(Br)c1 (stereo unspecified) returned NSD2 inh 0.
`CC(C)Oc1cccc(-c2n[nH]c(=S)n2N=Cc2cccc([N+](=O)[O-])c2)c1` gave NSD2 inh 1.
For CCn1c(Cc2cccs2)nnc1SCC(=O)Nc1ccccc1-c1ccccc1 the results were NSD2 inh -3.
Cc1ccc(-c2cc(C(=O)NN=Cc3cccc(OCc4ccccc4)c3)[nH]n2)cc1C was read as NSD2 inh 0.
`Cc1[nH]c2ccccc2c1CC(=O)Nc1ccc(Nc2cccnc2)c(-c2cc(F)cc(F)c2)c1` gave NSD2 inh -4.
`OC(c1ccc(-c2ccccc2)cc1)c1ncc(-c2cccc(F)c2)[nH]1` (stereo unspecified) gave NSD2 inh 7.

Six entries picked at random from those above, as already listed:
COC(=O)c1cc(Cl)ccc1NCC(N)c1ccccc1 (stereo unspecified) was read as NSD2 inh -101.
For COc1ccc(CC(N)c2csc(NC(=O)c3cccc(OC(F)(F)F)c3)n2)cc1 (stereo unspecified) the results were NSD2 inh 0.
For O=C(NCCc1c[nH]c2ccccc12)c1ccc2c(c1)ncn2C1CCCCC1 the results were NSD2 inh 0.
Screening Cc1cc(C)cc(Cn2c3ccc(NC(=O)NCCc4cccs4)cc3c(=O)n2C)c1 returned NSD2 inh -1.
Screening Nn1c(SCC(=O)Nc2ccc(C(=O)O)cc2)nnc1-c1ccco1 returned NSD2 inh -1.
`Cc1cc(C)nc(SCCn2c(N3CCC(C)CC3)nc3c2c(=O)n(C)c(=O)n3C)n1` gave NSD2 inh 1.

The list goes on:
For CC(=O)OCCC(CC(C)C)NC(=O)[C@H](CC(C)C)NC(=O)OCc1ccccc1 (stereo partly specified) the results were NSD2 inh -3.
For COc1ccc(-c2cc(-c3nnc4sc(-c5cccs5)nn34)[nH]n2)cc1 the results were NSD2 inh -1.
For Nn1c(SCC(=O)N2CCOCC2)nnc1-c1cc(-c2ccc(F)cc2)n[nH]1 the results were NSD2 inh 1.
NC(Cc1ccc(F)cc1)c1csc(Nc2ccc(C(=O)c3ccccc3)cc2)n1 (stereo unspecified) was read as NSD2 inh 0.
`CN(Cc1ccccc1)S(=O)(=O)c1cccc(C(=O)OCc2cccc([N+](=O)[O-])c2)c1` gave NSD2 inh -3.
Screening COc1ccc([N+](=O)[O-])cc1NS(=O)(=O)c1ccc(Cl)c(C(=O)Nc2sc3c(c2C#N)CCCCC3)c1 returned NSD2 inh -1.
Screening CC1(C(=O)NS(=O)(=O)C2CC2)CCN(C(=O)c2cccc(Cl)c2)C1 (stereo unspecified) returned NSD2 inh 2.
For CCc1nc2ccc(C(=O)NCc3ccc4c(c3)OCO4)cn2c1N(CC)CCOC the results were NSD2 inh 0.
`CC(C)NC(=O)Cn1nnc(-c2ccccc2)c1COc1ccc2ccccc2c1` gave NSD2 inh 1.
`FC(F)(F)c1cccc(N2CCN(C3=Nc4ccccc4Sc4ccccc43)CC2)c1` gave NSD2 inh 0.
Screening C(=C\c1ccccc1)/C=N/Nc1nncc(-c2ccccc2)n1 returned NSD2 inh 24.
Screening CCCCN1C(=O)C(CC(=O)NCc2cccc3ccccc23)CC(C(=O)N2CCCCCC2)=C1C (stereo unspecified) returned NSD2 inh 1.
Screening Cc1ccc(NC(=O)COc2ccc(C(=O)NCCc3ccccc3)cc2)cc1 returned NSD2 inh 0.
CN(C)CCNc1ncnc2c1ncn2[C@H]1CN(Cc2cccs2)C[C@@H](CO)O1 was read as NSD2 inh -1.
COc1ccc(C2Nc3ccccc3C(=O)N2Cc2ccco2)cc1COc1c(C)cc(NC(C)=O)cc1C (stereo unspecified) was read as NSD2 inh -2.
For Cc1ccccc1S(=O)(=O)NC(=O)C1(C)CCN1C(=O)CCc1ccccc1 (stereo unspecified) the results were NSD2 inh -1.
Screening Cc1ccc2ccccc2c1C(O)c1ncc(-c2cccc(F)c2)[nH]1 (stereo unspecified) returned NSD2 inh 2.
COc1cc(/C=N/NC(=O)c2ccc3nc[nH]c3c2)cc(OC)c1OC was read as NSD2 inh -1.
Screening CC(C)OC(=O)C(C#N)c1nc2ccccc2nc1N1CCN(Cc2ccc3c(c2)OCO3)CC1 (stereo unspecified) returned NSD2 inh 2.
`Nc1cc(=O)[nH]c(SCC(=O)Nc2nc3ccc([N+](=O)[O-])cc3s2)n1` gave NSD2 inh 8.
COCc1cccc(-c2csc(C(NC(C)=O)c3ccccc3)n2)c1 (stereo unspecified) was read as NSD2 inh 0.
`CCc1nc2ccc(C(=O)N3CCN(C(=O)c4ccco4)CC3)cn2c1N(C)C(=O)Nc1ccccc1OC` gave NSD2 inh 0.
C=CCOc1cccn2c(N(C)C(=O)c3ccncc3)c(CC)nc12 was read as NSD2 inh -2.
`COc1cccc(NC(=O)C2CCCN2C(=O)NC2CCC(C)CC2)c1` (stereo unspecified) gave NSD2 inh -2.
`COc1cccc(CNc2nc3cc(-c4ccsc4)sc3c(=O)n2C)c1OC` gave NSD2 inh -2.
CCCCCOC(=O)Nc1nc(=O)n([C@@H]2O[C@H](C)[C@@H](O)[C@H]2O)cc1F was read as NSD2 inh 0.
For CCc1c(-c2ccc(Cl)cc2)ncn1CCc1ccccc1OC the results were NSD2 inh 2.
For Cc1cc(C(O)c2ncc(-c3ccccc3F)[nH]2)ccc1F (stereo unspecified) the results were NSD2 inh 2.
Screening CCC(=O)N1CCCC1(C)C(=O)Nc1ccc2nc(C)ccc2c1 (stereo unspecified) returned NSD2 inh 0.
`O=C(CN1N=C(c2ccccc2)CCC1=O)NCc1ccco1` gave NSD2 inh 2.
Screening CCOP(=O)(OCC)C(Nc1cccc(C(F)(F)F)c1)c1ccc(Br)cc1 (stereo unspecified) returned NSD2 inh -1.
For Cc1cc(=S)c2cccc(C)c2[nH]1 the results were NSD2 inh -1.
`Cc1cc(C)nc(Nc2nc(C(N)Cc3ccc(C(F)(F)F)cc3)cs2)n1` (stereo unspecified) gave NSD2 inh 0.
For COC(=O)C1=C(C(=O)OC)[C@@]2([C@@H](Cc3ccc(C)cc3)Nc3ccccc3)C=C[C@@H]1O2 the results were NSD2 inh -1.
Screening O=C(OCC#CCSc1nnc(-c2cccc3ccccc23)o1)c1ccc(F)cc1F returned NSD2 inh -3.
Cc1ccccc1-c1cnc(C(O)c2cccc(C)c2C)[nH]1 (stereo unspecified) was read as NSD2 inh -2.

High-throughput results as filed in PubChem BioAssay.
